From PubChem BioAssay
KB-3-1 cytotox: qHTS assay for MDR1-selective chemotherapeutics: Primary screen using the parental adenocarcinoma cell KB-3-1 | KB-3-1 viability, CellTiter-Glo ATP luminescence, 72 h | Potency, µM (doses to about 46.1 µM), without a hit: top-dose activity change, negative = cytotoxic, actives largely listed as cytotoxic | 400,000 compounds, 1.4% hits; also: potency is read from the fitted curve at half-maximal effect; % is scaled to controls: 0 for no effect and ±100 for the full control effect; nearly all actives have a fitted effect of over 60% in size
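Cytotoxicity in the drug-sensitive parental line KB-3-1 was scored as loss of CellTiter-Glo luminescence following 72 h incubation with compound. Values come from curve fitting of normalized concentration-response data.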
HT1080NT lethal: qHTS for induction of synthetic lethality in tumor cells producing 2HG: qHTS for the HT-1080-NT fibrosarcoma cell line; HT-1080-NT fibrosarcoma viability, CellTiter-Glo ATP luminescence, 48 h; Potency, µM (highest dose often 46.1 µM), for the others: top-dose activity, negative = less viability, usual class: cytotoxic; 360,000 compounds, 1.6% hits;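 also: NT is the 2HG producing partner of a matched IDH1 knockdown line; potency is read from the fitted curve at half-maximal effect; 0% = DMSO-treated cells and -100% = media-only wells without cells; nearly all actives have a fitted effect of over 55% in size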
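Luminescent CellTiter-Glo readout after 48 hours of compound exposure at 37 degrees C defined viability of HT-1080-NT cells. Activity was normalized to DMSO wells and cell-free media wells; concentration-response curves were fitted and assigned curve classes.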
ATXN viability: Viability Counterscreen for Primary qHTS for Inhibitors of ATXN expression. S2 cells (HEK-293 line with an ATXN2-luciferase reporter) viability, CellTiter-Fluor protease fluorescence, 24 h. Potency, µM (top dose mostly 56.7 µM), most hits filed as cytotoxic. 400,000 compounds, 0.49% hits; also: potency is read from the fitted curve at half-maximal effect; nearly all actives have a fitted effect of over 40% in size
HepG2 tox: qHTS for Inhibitors of TGF-b: Cytotox Counterscreen; HepG2 CAGA-GFP viability, ATP luminescence, 18 h; Potency, µM (top dose mostly 46.1 µM), for the others: at the top dose activity change, negative = cytotoxicity, actives largely listed as cytotoxic; 410,000 compounds, 0.76% hits; AID 588856, 2011; also: potency is read from the fitted curve at half-maximal effect; some results filed as inactive show a strong effect at the top dose
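HepG2 CAGA-GFP cells (1000/well, DMEM with 1% FBS) received compound, then TGF-beta at 500 pg/mL final, and were incubated 18 hours at 37 degrees C. Viability was read by CellTiter-Glo luminescence. Media-only wells were set as complete cell-killing and DMSO as no toxicity.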
HT1080 IDH1KD tx: qHTS for induction of synthetic lethality in tumor cells producing 2HG: qHTS for the HT-1080-IDH1KD cell line. Potency, µM (titrated, usually from 46.1 µM), inactives show at the top dose activity, negative = toxicity, usual class: cytotoxic. HT-1080 IDH1 knockdown viability, ATP luminescence, 48 h. 360,000 compounds, 2% hits;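 also: potency is read from the fitted curve at half-maximal effect; 0% = DMSO wells and -100% = cell-free medium wells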
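In this qHTS, HT-1080 cells depleted of IDH1 are exposed for 48 h at 37 °C to compound titrations. Toxicity is scored from CellTiter-Glo luminescence, with DMSO as full viability and medium alone as none.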
MCF10A rerep: A quantitative high throughput screen for small molecules that induce DNA re-replication in MCF 10a normal breast cells | MCF 10A DNA re-replication, Hoechst nuclear intensity, 48 h | 350,000 compounds, 2.9% hits | Potency, µM (series often up to 46.1 µM), without a hit: at the top dose activity, positive = re-replication, usual class: activators; also: potency is read from the fitted curve at half-maximal effect; % of control where 0% means no effect; nearly all actives have a fitted effect of over 50% in size
ATXN2 expr inh: Primary qHTS for Inhibitors of ATXN expression. HEK-293 ATXN2-luciferase reporter, luminescence, 24 h. Potency, µM (titrated, usually from 57 µM), for the others: at the highest dose activity change, negative = inhibition, actives largely listed as inhibitors. 360,000 compounds, 0.72% hits; also: potency is read from the fitted curve at half-maximal effect; % is scaled to controls: 0 for no effect and ±100 for the full control effect; nearly all actives have a fitted effect of over 55% in size
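ATXN2-luciferase reporter cells (luciferase flanked by upstream and downstream ATXN2 gene portions) were treated 24 h at 37 °C with compounds at up to 57 uM. SteadyGlo luminescence gave expression; GF-AFC fluorescence gave viability.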
IL-1B inflam inh: qHTS for Inhibitors of Inflammasome Signaling: IL-1-beta AlphaLISA Primary Screen. THP-1 LPS/ATP IL-1B secretion, AlphaLISA, 16 h; hits give low values. 360,000 compounds, 4.7% hits. activity change, % at 57.5 µM. AID 743279, 2014; in the data active = activity change below about -50%; inconclusive = mostly about -30% to -49%; also: % is scaled to controls: 0 for no effect and ±100 for the full control effect
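Secreted IL-1B measured by AlphaLISA bead assay after 16 h compound exposure of THP-1 cells; compounds (final up to 57.5 uM) added 1 h before LPS (250 ng/mL) and ATP (1.25 mM) stimulation; lower signal means less secretion.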
SW480 rerep: A quantitative high throughput screen for small molecules that induce DNA re-replication in SW480 colon adenocarcinoma cells | AID 624297, 2012 | 340,000 compounds, 1.8% hits | SW480 DNA re-replication, Hoechst DNA content imaging, 48 h | Potency, µM (series often up to 46.1 µM), for the others: at the top dose re-replication activation, hits mostly activators; also: potency is read from the fitted curve at half-maximal effect; % of control where 0% means no effect; nearly all actives have a fitted effect of over 55% in size
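250 cells/well; 23 nL cpd via pin tool; 48 hr, 37 C, 5% CO2; Hoechst 40 min; imager read of total nuclear intensity, ex 405/em 500-530 nm.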
Active calls of the source: *; i = inactive; ? = inconclusive; nt = no result given; & = joins results of further samples; [ ] = dose if it differs, or a comment. Unless noted, calls follow the shape of the dose curve; as a rule, active = well fitted curve in the direction sought with a large enough effect; inconclusive = small, poorly fitted or top-dose-only effect, or another doubt; inactive = no such curve, though single readings can be large; an effect the other way counts as inactive or inconclusive.

SMILES | KB-3-1 cytotox | HT1080NT lethal | ATXN viability | HepG2 tox | HT1080 IDH1KD tx | MCF10A rerep | ATXN2 expr inh | IL-1B inflam inh | SW480 rerep
COC(=O)c1ccc(/C=N/N2C(C)CCCC2C)cc1 (stereo unspecified) | 2% | 30% | i | -11% | -11% | 5% | 32%[activator] | -18 | 2%
CCCN(C(=O)CSc1nnc(-c2ccoc2C)n1N)C1CCS(=O)(=O)C1 (stereo unspecified) | 16% | -7% | i | 3% | 5% | -2% | 0% | 6 | -2%
CCOC(=O)C1=C(C)Nc2nc(SCC)nn2C1c1ccc(OC)cc1 (stereo unspecified) | 14% | 1% | i | -5% | -5% | 13% | -15% | -6 | -3%
O=C(O)C1C(c2ccccc2)C(C(=O)N2CCOCC2)C1c1ccccc1 (stereo unspecified) | -2% | 1% | i | -15% | 9% | 1% | -1% | 18 | -4%
COC(=O)C[C@@H]1C=C[C@H](NC(=O)c2ccccc2)[C@@H](CO)O1 | 13% | ? | nt | nt | 23% | nt | nt | 16 | nt
CCOC(=O)c1ccc(NS(=O)(=O)c2ccc3c(c2)NC(=O)CCS3)cc1 | -10% | -3% | i | -5% | 0% | 25% | nt | 7 | 5%
CC(C)C[C@@H](CN1CCC[C@H]1CN1C(=O)C(=O)NC[C@@H]1Cc1ccccc1)N1C[C@H](Cc2ccccc2)N(CC2CCCCCC2)C(=O)C1=O | ? | -10% | nt | nt | ? | nt | ? | -80* | nt
CCOc1ccc(CCNC(=O)Cn2nc(C)n3c(cc4occc43)c2=O)cc1OCC | 8% | nt | i | -15% | nt | nt | 3% | nt | nt
O=C(Nc1ccc(C(=O)O)cc1)Nc1cccc([N+](=O)[O-])c1 | 12% | 20% | i | 1% | 29% | -1% | -9% | 24 | -12%
COc1ccc(OCCOC(=O)CNC(=O)c2ccc(F)cc2)cc1 | 1% | 9% | i | -24% | 9% | nt | nt | 33 | nt
C/C=C(\C)CN1CCC(n2nccc2NC(=O)CCc2ccccc2)CC1 | -1% | 0% | i | 1% | -1% | 8% | 6% | -7 | -3%
COc1ccc(NS(=O)(=O)c2cc(N)ccc2N2CCCCC2)cc1 | -22% | -5% | i | -11% | 0% | 2% | -7% | 11 | 2%
COc1ccc(CNc2nc3c(-c4ccc(C)cc4)nnn3c3ccccc23)cc1 | 4% | nt | i | -4% | nt | nt | 53%[activator] | nt | nt
Cc1cccc(Nc2nc(N3CCOCC3)nc(N3CCOCC3)n2)c1 | -3% | -8% | i | -21% | -21% | 5% | -29% | -76* | 28%
CC(C)C[C@H](N)c1nnc(S(=O)(=O)Cc2ccc(F)cc2)o1 | ? | ? | nt | -101% | ? | ? | ? | -117* | ?
CCOC(=O)c1c(C)oc2nc(C)nc(NCCCN3CCN(c4cc(C)ccc4C)CC3)c12 | -2% | nt | i | -15% | nt | nt | 5% | nt | nt
COC(=O)[C@@H]1C[C@@]2(O)[C@@H](O)[C@@H](O)[C@@H](O)C[C@H]2N1Cc1ccc(Cl)cc1 | 10% | 4% | i | -11% | 4% | 2% | 5% | 18 | -14%
CCN1CCCC1CNC(=O)C(=O)NCCc1ccc(OC)c(OC)c1 (stereo unspecified) | 8% | 3% | i | 4% | 4% | 0% | 3% | -11 | -5%
Cn1c(=O)c2c(nc(NCCO)n2CCCc2ccccc2)n(C)c1=O | -15% | -26% | i | -16% | -22% | 1% | -27% | 26 | 12%
Cc1cc(C)cc(NC(=O)CCC(=O)N2CCSc3ccccc32)c1 | 0% | -1% | ? | -1%&-27% | 0% | ? | -13% | 3 | ?
CC(=O)c1ccc(NC(=O)C2(c3ccccc3)CCOCC2)cc1 | 8% | 2% | i | -7% | -2% | 0% | 64%[activator] | -14 | 0%
CCOc1ccccc1NC(=O)C1CCCN1S(=O)(=O)c1ccccc1C(F)(F)F (stereo unspecified) | -1% | 1% | i | -14% | 4% | 15% | -6% | 13 | -37%[inhibitor]
O=c1oc2ccccc2c(N2CCN(c3ccccc3F)CC2)c1CN1CCCC1 | -8% | nt | i | -2% | nt | nt | -21% | nt | nt
COc1ccc(OC)c(N2C(N)=C(C#N)C(c3ccc(OC)c(O)c3)C3=C2CC(C)(C)CC3=O)c1 (stereo unspecified) | 6% | 25% | ? | 4% | 12% | ? | -1% | -8 | 5%
CC1CC(=O)Nc2ccccc2N1S(=O)(=O)c1ccc(F)cc1F (stereo unspecified) | 1% | 7% | i | -10% | 6% | ? | -15% | nt | -43%[inhibitor]

Following part
SMILES | KB-3-1 cytotox | HT1080NT lethal | ATXN viability | HepG2 tox | HT1080 IDH1KD tx | MCF10A rerep | ATXN2 expr inh | IL-1B inflam inh | SW480 rerep
COc1ccc(-n2c(Cc3ccccc3)nnc2SCc2ccc([N+](=O)[O-])cc2)cc1 | -9% | -17% | i | -32% | -24% | -5% | 0% | 0 | -1%
COc1ccc(N(CC(=O)N2CCN(c3ccc(Cl)cc3)CC2)S(=O)(=O)c2c(C)noc2C)cc1 | -1% | -15% | i | -3% | -11% | 3% | ? | ? | -4%
CC(=O)O[C@@H](C[C@@H](C)C1=C2C[C@H](O)C3[C@@]4(C)CCC(=O)C(C)(C)C4CC[C@]3(C)[C@@]2(C)CC1)[C@H]1OC1(C)C (stereo partly specified) | 0% | ? | 35µM* | -24% | ? | ? | ? | ? | 24%
CC(=O)c1cccc(NC(=O)C2CCN(S(=O)(=O)c3c(C)n[nH]c3C)CC2)c1 | 6% | -3% | i | -1% | -1% | -4% | 0% | 3 | -4%
CC(=O)Nc1ccc(S(=O)(=O)NCCC(=O)N2CCC(Cc3ccccc3)CC2)cc1 | ? | -4% | i | -6% | -10% | 12% | -16% | -12 | 0%
CCOC(=O)c1ccc(Nc2cc(C)nc(-c3ccccc3O)n2)cc1 | 16% | -10% | ? | -23% | 9% | -3% | -13% | ? | -10%
COc1ccc(Cl)cc1NC(=O)C1CCN(C(=O)C2CC(=O)N(c3ccc(C)cc3)C2)CC1 (stereo unspecified) | 9% | -4% | i | -24% | 0% | -2% | -12% | ? | 22%
CC(C)OC(=O)COc1cc(O)c2c(=O)cc(-c3ccccc3)oc2c1 | 21% | 9% | i | 6% | 7% | -8% | 2% | 30 | -4%
COc1ccc(N(CC(=O)N2CCc3ccccc3C2)S(=O)(=O)c2ccc(C)cc2)cc1Cl | 3% | nt | i | -2% | nt | nt | 8% | nt | nt
COC(=O)CCC(=O)NC(=S)Nc1sc(C)c(C)c1C(N)=O | 0.65µM* | ? | ? | -36% | 0.33µM* | 1.2µM* | -4% | 5 | ?
CC(=O)N/C(=C\c1ccccc1)C(=O)OCCCOC(=O)/C(=C/c1ccccc1)NC(C)=O | 4% | 1% | i | -1% | -5% | 2% | -20% | 4 | -3%
COc1c(F)cc2[nH]c3c(c2c1F)CCNC3=O | -15% | nt | i | -8% | nt | -2% | 12% | nt | -20%[9.22 µM]
NNc1nc2sc3c(c2c(=O)n1C1CCCCC1)CCN(Cc1ccccc1)C3 | -16% | 2% | i | 1% | 0% | 1% | 1% | 13 | -6%
CCC(C)NCCCOc1ccc(Cl)cc1C(C)(C)C (stereo unspecified) | -11% | -8% | i | -34% | -16% | ? | -5% | -8 | -11%
COc1ccc(OCCSc2nnc(-c3cccnc3)n2N)cc1 | 12% | 12% | i | -8% | 9% | 11% | 9% | -5 | -8%
Cc1ccc(C(c2sc3nc(C)nn3c2O)N2CCN(CCO)CC2)cc1 (stereo unspecified) | ? | 17% | ? | -1% | 6% | 18% | -26% | -14 | -9%
CSc1nsc(SCC(=O)Nc2ccc(OC(C)=O)cc2)n1 | 3% | 21% | i | -30% | -4% | 3% | 73%[activator] | 15 | 3%
CCCCOP(=O)(OCCCC)C(O)c1ccc(F)cc1 (stereo unspecified) | 3% | -1% | i | -1% | -16% | -3% | 6% | 1 | -4%
O=C(Nc1ccccc1N1CCCC1)c1ccc(Cl)cc1Cl | ? | -4% | i | -10% | -3% | 8% | -2% | 28 | 1%
O=C(COc1ccccc1)NCC(=O)N/N=C/c1cccs1 | 4% | 5% | i | -10% | 1% | 0% | 0% | -1 | -1%
COc1ccc(NC(=O)CCc2c(C)nc3cc(-c4cccc(F)c4)nn3c2C)cc1Cl | -3% | nt | i | -16% | nt | nt | -20% | nt | nt
O=C(O)CCNC(=S)Nc1cccc(F)c1 | -1% | 1% | i | 47% | 8% | -1% | -20% | 25 | -5%
COc1ccc(-c2csc(Cc3nnc(N4CCOCC4)n3-c3ccccc3)n2)cc1 | -8% | 12% | i | -31% | 1% | 4% | 0% | 27 | 4%
O=C(O)C1CC=CCC1C(=O)NCc1ccccc1 (stereo unspecified) | 2% | 8% | i | 0% | 2% | ? | 1% | 52 | 1%
CCc1ccccc1NC1c2ccccc2C(=O)N1Cc1ccco1 (stereo unspecified) | -4% | 2% | i | 7% | 5% | 7% | 8% | 5 | -4%
Cc1ccccc1-c1noc(-c2ccccc2C(=O)N2CCCC2)n1 | -13% | -5% | i | -29% | -2% | -7% | -3% | -2 | -5%
CC1CN(c2ccc(S(=O)(=O)N3CCCC3)cn2)CC(C)O1 (stereo unspecified) | -18% | 13% | i | 5% | -1% | 5% | 6% | 21 | 9%

In the list so far, these have a nitro group on carbon:
SMILES | KB-3-1 cytotox | HT1080NT lethal | ATXN viability | HepG2 tox | HT1080 IDH1KD tx | MCF10A rerep | ATXN2 expr inh | IL-1B inflam inh | SW480 rerep
O=C(Nc1ccc(C(=O)O)cc1)Nc1cccc([N+](=O)[O-])c1 | 12% | 20% | i | 1% | 29% | -1% | -9% | 24 | -12%
COc1ccc(-n2c(Cc3ccccc3)nnc2SCc2ccc([N+](=O)[O-])cc2)cc1 | -9% | -17% | i | -32% | -24% | -5% | 0% | 0 | -1%

Random draw from the library, and some 8.9% of all compounds hit somewhere here.
